Screening data deposited in PubChem by several laboratories.
DAX1 inh-1 = DAX1 (NR0B1) inhibition, primary screen. HEK293T StAR-luciferase reporter, SF-1/DAX-1 repression relief. actives 1.1% (n = 370,000). inhibition, % at 6.8 µM. AID 652010;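 active means inhibition above the mean over all tested compounds plus 3 SD, cut at about 3.6% in these data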;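 further: 0% = DAX-1 cells with DMSO and 100% = cells lacking DAX-1 with DMSO; higher inhibition means more luminescence from relief of DAX-1 repression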
SMARCA2 activ = increases SMARCA2 function in MMTV reporter cells; MG213 cells, MMTV-luciferase reporter, dexamethasone, overnight; AID 652017; activation, % at 9.1 µM; actives 1% (n = 370,000); in the data active means activation above about 7.8%;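 further: 0% = vehicle wells and 100% = reference activator wells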
PG9 binder = PG9 antibody binding by small molecule. TR-FRET gp120-PG9 antibody binding. inhibition, % at 6.7 µM. actives 0.43% (n = 360,000). AID 624416; in the data active means inhibition above about 8.5%
ADAM17 inh = inhibits human ADAM17; actives 0.83% (n = 370,000); inhibition, % at 6.95 µM; P78536; recombinant ADAM17, EDANS/DABCYL FRET peptide cleavage; AID 720648;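 active means inhibition above the mean of compounds lying between control limits plus 3 SD, set per campaign, cut at about 8.5% in these data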;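 further: 0% = DMSO-only wells as the low control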
ssDAF-12 act = activators of S. stercoralis DAF-12 nuclear receptor; HEK293 ssDAF-12/GRIP1 lit1-tk-luc reporter, luminescence; % of 3 µM dafachronic acid response; activation, % at 6.8 µM; actives 1% (n = 370,000); AID 652126;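 active means activation above the mean over all tested compounds plus 3 SD, cut at about 0.9% in these data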;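 further: 0% = DMSO-only wells and 100% = 3 µM delta7-dafachronic acid wells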
hcDAF12 agonist = activates DAF-12 receptor from parasite H. contortus; actives 1.4% (n = 370,000); AID 652067; activation, % at 6.8 µM; HEK293 hcDAF-12 lit1-tk-luc reporter, luminescence; 0% DMSO, 100% Δ7-dafachronic acid;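 active means activation above the mean of all tested compounds plus 3 SD, cut at about 5.5% in these data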;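 further: 100% = response to 3 µM Δ7-dafachronic acid high control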
FXN GAA850 act = increases GAA850 frataxin promoter reporter activity; activation, % at 6 µM; AID 540364; actives 0.56% (n = 360,000); HEK293 lucGAA850 FXN promoter luciferase reporter, 24 h; percent of 10 µM SAHA response;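 active means activation above the average of all compounds screened plus 3 SD, cutoff fixed separately per campaign, cut at about 7.5% in these data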;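 further: 0% = DMSO wells and 100% = 10 µM SAHA wells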
hgDAF-12 ag = agonists of H. glycines DAF-12 nuclear receptor; HEK293 GAL4-hgDAF12 UAS-luciferase reporter, agonist luminescence; normalized to butyrate control; activation, % at 6.8 µM; actives 1.8% (n = 370,000); AID 687014;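 active means activation above a cutoff set at the mean of all screened compounds plus 3 SD, cut at about 10% in these data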;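 further: 0% = DMSO wells and 100% = sodium butyrate wells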
DAX1 inh-2 = NR0B1 (DAX1) inhibition. P51843. HEK293 Gal4-DAX1 luciferase reporter, luminescence. inhibition, % at 6.75 µM. actives 0.99% (n = 340,000). AID 504766;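 active means inhibition above the mean over all tested compounds plus 3 SD, cut at about 4.2% in these data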;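 further: 0% = DAX1-transfected cells with DMSO and 100% = empty-vector control cells with DMSO; inhibition shows as a rise in luminescence from relieved DAX1 repression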
Target sequence (P51843 207-470 limits assumed): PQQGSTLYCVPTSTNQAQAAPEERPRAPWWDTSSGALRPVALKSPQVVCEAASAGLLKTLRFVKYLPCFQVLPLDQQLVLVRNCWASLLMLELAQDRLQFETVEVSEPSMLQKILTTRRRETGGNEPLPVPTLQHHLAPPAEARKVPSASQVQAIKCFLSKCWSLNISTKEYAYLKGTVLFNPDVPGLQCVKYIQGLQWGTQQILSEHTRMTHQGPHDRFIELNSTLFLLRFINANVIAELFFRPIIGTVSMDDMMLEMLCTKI
ADAM10 inh = inhibitors of human ADAM10 | recombinant ADAM10, EDANS/DABCYL FRET peptide cleavage, 3 h | inhibition, % at 7 µM | actives 0.62% (n = 370,000);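 active means inhibition above a per-campaign cutoff equal to the mean of compounds falling between control-based bounds plus 3 SD, cut at about 20% in these data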;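 further: 0% = DMSO wells while the 100% control is not disclosed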
Target sequence (O14672 214-748 limits assumed): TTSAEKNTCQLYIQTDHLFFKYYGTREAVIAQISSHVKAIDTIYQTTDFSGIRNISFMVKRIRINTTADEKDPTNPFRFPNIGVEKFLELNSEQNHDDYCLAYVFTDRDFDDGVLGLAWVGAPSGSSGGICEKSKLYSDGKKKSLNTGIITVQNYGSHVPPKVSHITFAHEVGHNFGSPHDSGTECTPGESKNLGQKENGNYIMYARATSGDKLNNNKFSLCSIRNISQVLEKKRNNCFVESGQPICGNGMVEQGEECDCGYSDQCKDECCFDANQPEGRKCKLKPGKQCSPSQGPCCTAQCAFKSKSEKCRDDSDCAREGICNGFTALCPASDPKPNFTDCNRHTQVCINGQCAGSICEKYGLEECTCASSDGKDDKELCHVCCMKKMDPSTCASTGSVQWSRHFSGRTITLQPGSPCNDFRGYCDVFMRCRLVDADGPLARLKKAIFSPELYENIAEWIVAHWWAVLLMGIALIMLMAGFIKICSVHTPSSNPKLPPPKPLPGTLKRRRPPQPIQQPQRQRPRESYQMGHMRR
NPR1 activator = GC-A (human) enzyme activation | AID 1671463 | actives 0.14% (n = 370,000) | HEK293 GC-A cells, cGMP TR-FRET, EC30 ANP; 0% at EC30 ANP, 100% saturating ANP | activation, % at 10 µM | P16066; in the data active means activation above about 40%
* hit, by the source's call; i = inactive; x = no result given. Not a hit list, and some 6.8% of all compounds hit somewhere here.

no.	SMILES	DAX1 inh-1	SMARCA2 activ	PG9 binder	ADAM17 inh	ssDAF-12 act	hcDAF12 agonist	FXN GAA850 act	hgDAF-12 ag	DAX1 inh-2	ADAM10 inh	NPR1 activator
1	Oc1[nH]c2ccccc2c1/C=N/N1CCCCC1	0.8	-1	-0.8	-8	-0.5	14*	1.4	2.5	-0.4	-25	3
2	Cc1ccc(S(=O)(=O)NCc2ccc(C(=O)NC3CCC(O)CC3)cc2)cc1C (stereo not given)	0.7	-2	-0.4	-3	-0.7	1.1	1.8	-0.8	-0.1	-5	2
3	CC(=O)N/C(=C\c1ccc(F)cc1)C(=O)OCc1ccccc1	-0.1	-3	0.7	-5	-1.6	0.1	-0.6	-0.3	-1.7	-8	7
4	COc1ccc(NC2C=CS(=O)(=O)C2)cc1 (stereo not given)	-0.7	0	1.1	-4	-1.0	-2.7	-2.8	-1.4	-1.1	3	-7
5	O=Cc1cccc(OCc2cn(CC(=O)c3ccc(O)cc3)nn2)c1	1.0	0	0.2	-6	-0.9	1.2	0.4	1.7	-0.4	-21	0
6	O=C1C2C3CC4C5C3C1C5C1(SCCS1)C42 (stereo not given)	1.1	-1	-0.1	-2	-1.2	-0.9	x	0.2	x	-11	2
7	CCn1c(=O)c(-c2nc3ccccc3[nH]2)c(O)c2ccccc21	0.3	-2	44*	-89	0.6	1.4	x	5.6	x	-252	-2
8	CNC(=O)c1[nH]cnc1C(=O)Nc1ccc(F)cc1	0.1	6	-2.0	4	-0.2	-1.8	4.7	1.6	0.3	1	1
9	CC(=O)CC[C@H]1CC[C@]2(CCCN(C(=O)C(C)(C)C)C2)O1	0.2	-3	x	-1	2.2*	0.3	x	-0.9	x	-2	2
10	O=C(/C=C/c1c[nH]c2ccccc12)c1cccc2ccccc12	-0.5	1	-1.5	-2	-0.2	11*	0.2	4.0	0.0	-5	4
11	C=CCNCCOc1c(C)cc(C)cc1Cl	-0.3	-3	-0.1	1	-1.2	-0.6	4.5	-3.0	-0.5	3	0
12	CCC(C)(C)NC(=O)CN(Cc1cccs1)C(=O)C(=O)Nc1ccc2c(c1)OCCO2	-0.5	-1	-2.7	1	-1.4	-0.6	-1.7	0.6	-1.3	6	-1
13	Cc1ccc(N2C(=O)CC(C3CCCO3)C2=O)cc1 (stereo not given)	1.1	0	-1.6	-1	-0.2	-1.4	3.3	3.0	-0.1	6	-1
14	CCN(C(=O)CN1CCN(Cc2ccccc2)CC1)c1c(N)n(Cc2ccccc2)c(=O)[nH]c1=O	0.2	1	-1.6	-4	-1.1	-1.7	2.7	-0.7	-0.5	-3	2
15	CC(OC(=O)c1ccc(-c2ccc(O)cc2)cc1)C(=O)NC1CCCCC1C (stereo not given)	-1.9	-2	2.6	-9	-1.5	-1.9	0.6	-3.9	-2.1	-16	-2
16	Cc1ccc(S(=O)(=O)Nc2cccc(C(=O)N3CCOCC3)c2)cc1	0.1	0	-1.8	-1	-1.3	-0.3	-0.4	0.9	-0.5	6	-1
17	COc1ccc(C/C(C)=N/NC(=S)Nc2ccc(Cl)cc2)cc1	0.3	-1	-0.2	-5	-1.8	-1.6	2.8	-0.6	3.3	-7	1
18	O=C(CSc1nnnn1C1CCCC1)NCc1cccs1	-0.3	-1	0.5	-3	-0.8	-1.6	1.2	0.8	1.0	1	2
19	Cc1ccc(NC(=O)CN(C)S(=O)(=O)c2ccc3c(c2)n(C)c(=O)c(=O)n3C)c(C)c1	-0.3	4	-2.4	-2	-0.9	-2.1	0.6	2.6	0.3	-3	3
20	CC(=O)Nc1ccc(S(=O)(=O)N2CCC(C(=O)N[C@@H](Cc3ccccc3)C(=O)O)CC2)cc1	0.4	-1	0.7	-7	-0.6	0.1	1.3	1.1	2.3	-2	2
21	CCCCCc1nnc(NC(=O)c2ccc(N3CCCC3=O)cc2)s1	-0.1	0	-0.5	-5	-1.2	-2.1	1.9	-1.1	-1.1	-16	9
22	CCN(CC(=O)NC1CCCC1)S(=O)(=O)c1ccc(Br)cc1	0.3	-1	-2.2	3	-1.0	-0.4	-0.4	0.0	-0.1	3	2
23	COc1ccc([N+](=O)[O-])cc1NC(=O)C(C)N1CCCC1 (stereo not given)	0.7	-1	-2.1	1	-1.1	-2.8	2.6	-0.9	2.8	8	0
24	Cc1noc(C)c1S(=O)(=O)N1CCN(S(=O)(=O)c2ccccc2C#N)CC1	-0.3	-1	-2.4	-1	-0.8	2.1	0.1	0.6	7.8*	4	1
25	c1ccc(-c2nnsc2-c2nc3ccccc3[nH]2)cc1	0.3	4	-15	-63	-0.7	-0.2	1.7	1.0	-1.1	-188	-3
26	O=C(CN(c1ccc(Br)cc1)S(=O)(=O)c1ccc(Cl)c([N+](=O)[O-])c1)NCCc1ccccc1	1.6	0	-1.9	1	-1.1	-1.0	1.1	1.0	-0.3	1	-55
27	O=[N+]([O-])c1ccc(SCc2ccco2)cc1N1CCOCC1	-1.0	0	0.3	0	-2.2	0.3	0.7	5.8	-1.1	7	8
28	Cc1cc(C)cc(C(=O)NC(CC(N)=O)c2ccc(N3CCCCCC3)c([N+](=O)[O-])c2)c1 (stereo not given)	-0.6	0	-0.4	2	-1.1	-1.8	0.6	-0.2	1.0	6	4
29	Cc1c(N2C(=O)C3C4C=CC(C5CC45)C3C2=O)c(=O)n(-c2ccccc2)n1C (stereo not given)	0.3	-1	-2.7	2	-1.4	-0.6	-1.7	0.0	3.7	-1	2
30	CCCc1cc(C(=O)NNC(=S)NCc2ccccc2)cs1	1.1	1	1.6	-3	-1.8	-0.4	-0.3	1.1	0.3	3	3

Structures listed so far with bromine:
no.	SMILES	DAX1 inh-1	SMARCA2 activ	PG9 binder	ADAM17 inh	ssDAF-12 act	hcDAF12 agonist	FXN GAA850 act	hgDAF-12 ag	DAX1 inh-2	ADAM10 inh	NPR1 activator
22	CCN(CC(=O)NC1CCCC1)S(=O)(=O)c1ccc(Br)cc1	0.3	-1	-2.2	3	-1.0	-0.4	-0.4	0.0	-0.1	3	2
26	O=C(CN(c1ccc(Br)cc1)S(=O)(=O)c1ccc(Cl)c([N+](=O)[O-])c1)NCCc1ccccc1	1.6	0	-1.9	1	-1.1	-1.0	1.1	1.0	-0.3	1	-55

(more compounds)
no.	SMILES	DAX1 inh-1	SMARCA2 activ	PG9 binder	ADAM17 inh	ssDAF-12 act	hcDAF12 agonist	FXN GAA850 act	hgDAF-12 ag	DAX1 inh-2	ADAM10 inh	NPR1 activator
31	CCOc1ccc(S(=O)(=O)N2CCC(C(=O)NCCN3CCOCC3)CC2)cc1C	0.8	4	-1.2	-1	-0.8	-1.2	-1.2	-2.0	-0.8	12	0
32	Cc1ccc(S(=O)(=O)N2CCCCC2)cc1NC(=O)CCOc1ccccc1	0.1	0	-1.0	4	-1.2	1.5	2.1	1.0	-1.1	1	3
33	Cc1ccc(C(=O)c2cc([N+](=O)[O-])ccc2N2CCCCC2)cc1C	-1.2	-4	0.6	3	-1.2	-2.6	-0.1	0.7	0.5	2	-19
34	Cc1ccccc1N=C1SC(CC(=O)Nc2ccc3ccccc3c2)C(=O)N1Cc1ccccn1 (stereo not given)	0.4	-2	-0.5	15*	-0.1	0.5	-2.5	2.6	1.3	39*	-2
35	CC1CCCN(CCOc2ccc3ccccc3c2Br)C1 (stereo not given)	1.9	2	-1.6	2	-1.7	3.1	1.8	6.3	0.8	3	-6
36	CC1CCC(NC(=O)c2nc(Cn3ccc([N+](=O)[O-])n3)no2)CC1 (stereo not given)	-0.1	-1	-0.9	-4	-0.9	-0.8	-0.3	-0.3	2.0	4	-1
37	O=C(NCC(c1ccc(F)cc1)N1CCOCC1)c1ccc([N+](=O)[O-])o1 (stereo not given)	-2.9	3	-1.6	-5	-0.8	-1.9	-0.2	0.5	-0.5	-6	-3
38	CCCOC1CCCN(C(=O)CCc2nnc(CCCCc3ccccc3)o2)C1 (stereo not given)	-0.9	5	-1.1	1	-2.0	-0.5	1.7	-0.4	-0.8	4	-2
39	Cc1ccc(S(=O)(=O)C2C(=O)N(C)C3(C)CC2c2ccccc2O3)cc1 (stereo not given)	-0.4	-3	2.0	7	-1.1	0.4	1.3	-0.3	-0.8	3	-3
40	Cc1cccc(C)c1C(OCCN(C)C)C1CCCCC1 (stereo not given)	0.2	0	0.3	3	-1.2	1.6	-0.2	-1.8	0.1	12	-23
41	CCCC(=O)Nc1ccc2c(c1)C(=O)NC2=O	0.0	-3	0.7	-163	-1.3	-1.2	1.2	-1.4	0.9	i	1
42	CCN(CC)CCCCCC(=O)Nc1ccccc1C(=O)Nc1ccccc1	0.1	2	-3.2	1	-1.3	-0.2	1.6	0.3	0.5	4	-2
43	CCOc1ccc(C(C(=O)NCC2CCCO2)N(Cc2cccc(OC)c2)C(=O)c2snc(C(N)=O)c2N)cc1 (stereo not given)	0.2	3	-1.2	-14	-1.3	-1.5	0.0	-3.5	2.0	-42	0
44	FC(F)(F)c1cc(-c2cccs2)nc2cc(-c3cccs3)nn12	0.0	-3	0.1	-4	0.1	2.5	0.6	2.9	x	-16	-6
45	CC(=O)Nc1cccc(NC(=O)CSc2nc3c(c(=O)n(C)c(=O)n3C)n2C)c1	-0.2	1	1.4	-2	-1.1	-1.3	-0.5	-1.6	0.6	-3	2
46	O=C(NNC(=S)Nc1ccc(F)c(Cl)c1)C1CC1	0.4	1	1.1	-4	0.3	-2.4	1.9	0.1	3.3	-8	0
47	CC(C)(C)c1nnc2sc(SCC(=O)c3cccs3)nn2c1=O	-1.5	-1	0.7	1	-0.6	1.1	1.2	3.8	-0.8	-2	-1
48	CN(CC(=O)Nc1c(Cl)cccc1Cl)C(=O)C1CCN(C(=O)Nc2ccccc2)CC1	1.6	-1	1.0	-5	-0.7	-1.5	1.5	-1.8	1.9	-15	-3
49	Cc1c(Cl)cccc1N(CC(=O)O)S(C)(=O)=O	-0.1	1	0.4	-1	-0.7	-1.9	0.4	-0.2	-0.5	0	-4
